Rv3671c protease = inhibitors of M. tuberculosis serine protease Rv3671c | inhibition, % at 5.96 µM | actives 0.048% (n = 320,000) | AID 2606; in the data active = inhibition above about 38%;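 note: extracellular domain of Rv3671c used as enzyme; 0% = enzyme with DMSO and 100% = no enzyme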
Target sequence (P9WHR9 whole entry, looked up, the tested form may be a part): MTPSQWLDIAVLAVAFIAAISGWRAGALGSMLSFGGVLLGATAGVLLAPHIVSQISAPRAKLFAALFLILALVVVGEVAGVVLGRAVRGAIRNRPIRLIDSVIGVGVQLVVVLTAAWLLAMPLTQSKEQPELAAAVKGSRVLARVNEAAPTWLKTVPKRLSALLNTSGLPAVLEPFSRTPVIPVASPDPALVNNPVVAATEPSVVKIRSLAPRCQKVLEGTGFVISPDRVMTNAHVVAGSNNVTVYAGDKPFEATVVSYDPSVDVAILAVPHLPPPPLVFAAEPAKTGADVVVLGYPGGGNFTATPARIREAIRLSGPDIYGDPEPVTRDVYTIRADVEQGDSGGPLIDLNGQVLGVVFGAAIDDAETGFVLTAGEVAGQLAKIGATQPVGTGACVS
FadD28 FP inh = inhibitors of Mycobacterium tuberculosis FadD28 bisubstrate binding. FadD28 bisubstrate probe binding, fluorescence polarization. inhibition, % at 12.5 µM. actives 0.22% (n = 360,000). AID 588549; in the data active = inhibition above about 8.5%, passing the limit was not always enough; inconclusive = no clear call, values can overlap the other calls
CCHF vOTU inh = CCHFV vOTU protease inhibition | inhibition, % at 11.5 µM | Pep-AMC fluorescence | actives 0.55% (n = 370,000) | AID 651958; note: 0% = vehicle wells with enzyme and 100% = no enzyme wells
BoNT F protease = inhibitors of Botulinum neurotoxin F light chain protease. Multiplex microsphere protease cleavage assay, flow cytometry. inhibition, % at 10 µM. AID 588497. actives 0.22% (n = 360,000); in the data active = inhibition above about 35%, passing the limit was not always enough; inconclusive = no clear call, values can overlap the other calls; note: plate controls were buffer without enzyme for full effect and enzyme alone for no effect
UGM FP inh = blocks M. tuberculosis UGM enzyme; P9WIQ1; purified UGM, fluorescence polarization probe displacement; inhibition, % at 10 µM; actives 0.06% (n = 320,000); in the data active = inhibition above about 10%, passing the limit was not always enough; inconclusive = no clear call, values can overlap the other calls
BioA inh = inhibitors of Mycobacterium tuberculosis BioA enzyme; purified M. tuberculosis BioA enzyme, plate reader; inhibition, % at 9.99 µM; actives 0.096% (n = 360,000); AID 602481; in the data active = inhibition above about 40%; inconclusive = no clear call, values can overlap the other calls
MazEF act = activators of E. coli MazEF toxin-antitoxin RNase; P0AE70; FAM/BHQ RNA-DNA oligo cleavage fluorescence, 5 h; activation, % at 20 µM; actives 0.32% (n = 350,000); AID 504720; in the data active = activation above about 50%
Target sequence (P0AE70 whole entry, looked up): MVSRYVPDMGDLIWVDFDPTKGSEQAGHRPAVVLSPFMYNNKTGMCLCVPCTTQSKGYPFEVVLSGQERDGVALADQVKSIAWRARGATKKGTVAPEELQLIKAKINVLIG
GDH-TPI counter = inhibits GDH-TPI coupling enzymes, artifact for Mtb FBA screen; GDH-TPI coupled enzyme counterscreen, NADH absorbance; inhibition, % at 4.8 µM; actives 1.2% (n = 360,000);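 note: 0% = DMSO wells and 100% = wells lacking the enzyme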
FBA Mtb inh = Mtb fructose-bisphosphate aldolase inhibition; P9WQA3; purified M. tuberculosis FBA, fluorescence read-out; inhibition, % at 1 µM; actives 2.3% (n = 360,000); in the data active = inhibition above about 27%;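 note: 0% = vehicle and 100% = reference inhibitor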
VHR inh abs = DUSP3 (human) phosphatase inhibition; actives 0.52% (n = 290,000); inhibition, % at 13.3 µM; AID 1654; recombinant VHR phosphatase, pNPP absorbance; P51452; in the data active = inhibition above about 50%; note: some compounds called inactive have numbers as strong as hits
Target sequence (P51452 whole entry, looked up): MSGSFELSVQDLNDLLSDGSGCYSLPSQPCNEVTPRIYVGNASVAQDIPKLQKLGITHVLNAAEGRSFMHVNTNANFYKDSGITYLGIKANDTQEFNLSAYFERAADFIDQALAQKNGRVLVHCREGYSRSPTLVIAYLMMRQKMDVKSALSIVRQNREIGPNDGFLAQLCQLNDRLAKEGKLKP
Numbers without * were called inactive; ? = inconclusive; / = no result given. Cut-off read from the data, not from the text of the source, unless noted: active = inhibition above about 30%; inactive = the rest.

entry	canonical_smiles	Rv3671c protease	FadD28 FP inh	CCHF vOTU inh	BoNT F protease	UGM FP inh	BioA inh	MazEF act	GDH-TPI counter	FBA Mtb inh	VHR inh abs
1	O=C(NC(c1ccc(Cl)cc1)c1cnccn1)C1CCN(Cc2ccc(Cl)cc2)CC1 (stereo not drawn)	/	-1.6	-6	-2	/	-0.5	/	8	0	/
2	Cn1c(=O)c2c(nc(Oc3ccc4ccccc4c3)n2C)n(C)c1=O	-11	-3.4	-7	19	-3.3	-0.8	-8	-4	0	28
3	COc1ccc(OC)c(C2=Nn3c(nnc3-c3cccc(OC(C)C)c3)SC2)c1	-7	0.0	4	-5	-2.1	1.5	-5	10	-2	19
4	OCCCc1nc2n(n1)C(c1ccccc1)C=C(c1ccc(F)cc1)N2 (stereo not drawn)	5	-0.6	-30	-5	-0.8	/	-19	4	20	22
5	Cc1ccc(C2(CCNCc3ccc(N(C)C)cc3)CCOC(C(C)C)C2)cc1 (stereo not drawn)	0	-3.2	18	-13	6.0	/	7	1	5	57*
6	CCc1nnc(NS(=O)(=O)c2ccc(NC(=O)c3ccco3)cc2)s1	4	-2.0	-6	8	3.3	-0.9	-3	18	1	0
7	O=C(NC1CCC(O)CC1)c1cc(-c2ccco2)nc2ccccc12 (stereo not drawn)	3	0.0	-121	-5	-1.5	/	6	3	62*	2
8	O=C(CCNC(=O)c1ccco1)NCCN1C(=O)S/C(=C\c2ccc(F)cc2)C1=O	-4	-3.5	10	1	-1.9	-0.5	1	18	-6	/
9	CN1CCC(=NNC(=O)CN(c2ccc(Oc3ccccc3)cc2)S(C)(=O)=O)CC1	0	-1.9	6	-6	-1.7	-7.2	4	-2	0	0
10	CCCCCCCNC(=O)C1(CC2CC(c3cccc(Br)c3)=NO2)CCN(C(=O)c2ccccc2)CC1 (stereo not drawn)	-16	-4.2	14	2	-2.3	-1.9	2	4	0	/
11	COc1cc(/C=C2\C(=O)NN(c3ccc(C)cc3)C2=O)cc([N+](=O)[O-])c1O	7	?	14	-13	2.0	/	2	16	-17	22
12	CCCCN(CCCC)CC(O)Cn1c2ccccc2c(=O)c2ccccc21 (stereo not drawn)	3	-4.8	-97	-11	-0.5	2.9	5	0	71*	21
13	O=C(CCCN1C(=O)c2cccc3cccc(c23)C1=O)OCC(=O)N1CCCCC1	/	-0.8	-4	-2	/	1.5	-3	19	22	/
14	CCCN(CCC)C(=O)CC(c1ccccc1)C1CCOC(C)(C)C1 (stereo not drawn)	0	-1.1	3	-7	5.1	/	-2	-6	1	16
15	Cc1nn(-c2ccccn2)c2c1-c1nc(N3CCOCC3)ncc1CC2	-7	-3.2	-16	0	0.2	/	-1	17	114*	-1
16	Cc1cccc(NC(=O)Nc2nnc(-c3ccccc3)o2)c1	3	-2.6	2	-5	1.1	-0.7	7	11	7	1
17	CS(=O)(=O)N1CCN(C(=O)Cc2ccccc2Cl)CC1	12	-2.2	-9	0	1.3	0.4	-3	-5	-4	28
18	COCCNC(=S)N/N=C(\C)c1ccccc1F	-9	-3.1	-7	-5	-1.7	/	-1	-12	-3	-23
19	O=C(NNC(=S)Nc1cccc(C(F)(F)F)c1)c1ccncc1	/	-0.6	13	-2	/	0.4	5	25	-2	/
20	CCN1CCN(S(=O)(=O)c2ccc(Cl)c(C(=O)N(CCc3ccccc3)Cc3ccccc3)c2)CC1	/	-0.6	8	-7	/	-1.0	3	6	0	/
21	COc1ccc(NC(=O)c2cccn(CC=C(C)C)c2=O)cc1	0	-0.9	-3	-2	-3.6	/	4	7	-1	13
22	COc1ccccc1-c1nnc(NC(=O)c2ccc(S(=O)(=O)N(C)C)cc2)o1	-20	0.9	11	13	-1.9	0.6	-8	34*	-2	23
23	COc1ccc(NC(=O)c2cc(C3CCCCN3C(=O)OCc3ccccc3)on2)c(C)c1 (stereo not drawn)	/	0.4	-4	5	/	3.6	/	-11	3	/
24	CCCCN1C[C@H](C)[C@@H](CC(=O)Nc2ccc(OC)cc2)C1=O	/	-2.1	-8	-1	/	0.6	5	5	0	/
25	COc1ccc(CNS(=O)(=O)c2ccc3c(c2)CCN3C(=O)C2CC2)cc1	-5	0.8	5	-5	-0.6	0.3	-12	1	3	37
26	O=C(NC1CCN(Cc2ccccc2)C1)c1cc(S(=O)(=O)N2CCOCC2)ccc1Cl (stereo not drawn)	-8	-2.3	10	4	1.1	1.6	5	5	0	/
27	COc1cc2ccccc2cc1C(=O)N1CCCC(C(F)(F)F)C1 (stereo not drawn)	-9	-4.6	29	2	-0.3	2.9	-2	0	1	/
28	CCN(CC)CCNC(=O)c1ccc(NC(=O)c2ccc(F)cc2F)cc1	1	-1.0	0	5	0.1	/	5	4	-3	8
29	Cc1ccc(C)c(NS(=O)(=O)c2cc(C(=O)N3CCCC3)ccc2Cl)c1	-11	-1.4	0	-3	-1.8	/	-1	2	4	-10
30	O=C1[C@H]2[C@@H](c3ccc(Cl)cc3)N3C(=O)N(c4cccc(Br)c4)C(=O)[C@@]3(Cc3ccc(Cl)cc3)[C@H]2C(=O)N1C1CCCCC1	-21	-5.7	3	-6	2.9	0.0	-36	14	-2	-2
31	O=C(O)c1ccccc1SCC(=O)N1CCc2ccccc21	-2	-1.7	10	1	1.1	-1.7	-9	12	2	16
32	COc1cccc(-c2nc3n(n2)C(c2cccs2)C(C(=O)Nc2cccnc2)=C(C)N3)c1 (stereo not drawn)	-4	-7.1	4	-4	-0.3	6.4	2	-11	4	19
33	COCCNc1nc(SC)nc2sc3c(c12)CCN(C)C3	-5	-2.5	-56	-14	-1.8	12	-1	-4	80*	10
34	O=S(=O)(O)Sc1ccccc1	/	-2.6	-2	-3	/	-0.8	2	8	1	/
35	CCOC(=O)c1nc(NCc2ccccc2)sc1C	8	-2.8	6	1	-4.2	-0.1	1	-2	-1	-8
36	COc1ccc(-n2nc(C(=O)N3CCC(C#N)CC3)c3c4ccccc4n(C)c3c2=O)cc1	-4	0.4	-5	1	1.1	-0.8	5	7	4	/
37	O=P(N1CCCCC1)(N1CCCCC1)C(Cl)(Cl)Cl	-1	-1.8	15	9	0.6	2.3	-1	-3	1	23
38	CCOC(=O)Cn1nnnc1C(CC)N(Cc1ccccc1)Cc1cc2cc(C)ccc2[nH]c1=O (stereo not drawn)	-2	-4.6	-22	-10	3.1	0.3	-3	12	-4	4
39	Nc1nnc(CC(=O)N/N=C/c2ccc(-c3ccccc3Cl)o2)s1	-4	-8.2	13	-4	-1.3	/	-8	39*	0	48
40	Cn1cccc2[nH]c(=O)nc1-2	7	-3.0	-13	-2	-0.5	/	2	9	37*	13
41	COCCn1nnnc1C(c1ccccc1OC)N1CCN(C(=O)c2ccco2)CC1 (stereo not drawn)	-7	-1.6	16	-33	1.1	-2.6	4	7	-2	17
42	O=C(COC(=O)c1ccc([N+](=O)[O-])s1)Nc1ccccc1	-84	-2.8	61*	6	/	-1.3	-4	14	1	-2
43	O=C(c1ccccc1Sc1ccc([N+](=O)[O-])cc1Cl)N1CCOCC1	-11	-2.7	1	-3	1.1	/	1	20	-1	12
44	O=C(NCc1ccccc1)C1CCCN(c2cnccn2)C1 (stereo not drawn)	8	-1.5	11	4	1.2	-1.5	1	-2	-1	35
45	CC(=O)NCCNC(=O)c1oc2ccccc2c1CSc1ncn[nH]1	-1	-2.7	-3	-4	-1.8	0.3	5	1	2	16
46	Cc1cc2ncn(C(=O)c3c(-c4ccccc4)noc3C)c2cc1C	0	-1.7	-6	2	0.5	-0.9	2	0	0	0
47	CCOC(=O)N1CCN(C(=O)CN2C(=O)CC(C)(C)S(=O)(=O)c3ccccc32)CC1	5	-1.2	-2	-3	0.7	-1.5	14	-3	2	19
48	COc1ccc2occ(C(=O)c3ccccc3)c2c1	4	-2.0	9	-1	-0.2	/	-5	-5	1	2
49	CC(=O)Nc1cc(C(=O)OCC(=O)c2ccc(C)cc2)ccc1C	-7	-2.5	-6	-4	1.3	-3.0	2	1	-4	-2
50	CCOC(=O)c1ccc(NC(=O)C2CCN(S(=O)(=O)CC)CC2)cc1	3	-2.0	-1	-8	1.6	0.2	0	-6	1	6
51	Cc1ccc(C2CN=NC23CCc2ccccc2C3=O)cc1 (stereo not drawn)	-4	-0.7	5	-3	-0.9	-0.4	-9	0	1	16

In the list so far, 9 have a Cl atom.
entry	canonical_smiles	Rv3671c protease	FadD28 FP inh	CCHF vOTU inh	BoNT F protease	UGM FP inh	BioA inh	MazEF act	GDH-TPI counter	FBA Mtb inh	VHR inh abs
1	O=C(NC(c1ccc(Cl)cc1)c1cnccn1)C1CCN(Cc2ccc(Cl)cc2)CC1 (stereo not drawn)	/	-1.6	-6	-2	/	-0.5	/	8	0	/
17	CS(=O)(=O)N1CCN(C(=O)Cc2ccccc2Cl)CC1	12	-2.2	-9	0	1.3	0.4	-3	-5	-4	28
20	CCN1CCN(S(=O)(=O)c2ccc(Cl)c(C(=O)N(CCc3ccccc3)Cc3ccccc3)c2)CC1	/	-0.6	8	-7	/	-1.0	3	6	0	/
26	O=C(NC1CCN(Cc2ccccc2)C1)c1cc(S(=O)(=O)N2CCOCC2)ccc1Cl (stereo not drawn)	-8	-2.3	10	4	1.1	1.6	5	5	0	/
29	Cc1ccc(C)c(NS(=O)(=O)c2cc(C(=O)N3CCCC3)ccc2Cl)c1	-11	-1.4	0	-3	-1.8	/	-1	2	4	-10
30	O=C1[C@H]2[C@@H](c3ccc(Cl)cc3)N3C(=O)N(c4cccc(Br)c4)C(=O)[C@@]3(Cc3ccc(Cl)cc3)[C@H]2C(=O)N1C1CCCCC1	-21	-5.7	3	-6	2.9	0.0	-36	14	-2	-2
37	O=P(N1CCCCC1)(N1CCCCC1)C(Cl)(Cl)Cl	-1	-1.8	15	9	0.6	2.3	-1	-3	1	23
39	Nc1nnc(CC(=O)N/N=C/c2ccc(-c3ccccc3Cl)o2)s1	-4	-8.2	13	-4	-1.3	/	-8	39*	0	48
43	O=C(c1ccccc1Sc1ccc([N+](=O)[O-])cc1Cl)N1CCOCC1	-11	-2.7	1	-3	1.1	/	1	20	-1	12
